Screening results deposited in PubChem by National Center for Advancing Translational Sciences (NCATS).
GLA spleen mod – qHTS Assay for Inhibitors and Activators of Human alpha-Galactosidase From Spleen Homogenate; human spleen homogenate, 4MU-alpha-Gal fluorescence, 40 min; Potency, µM (top dose mostly 80 µM), without a hit: at the highest dose activity change, negative = inhibition, most hits filed as inhibitors; 240,000 tested, 0.008% active;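 note: potency is the fitted concentration of half-maximal effect; 0% = enzyme with vehicle and -100% = no enzyme basal signal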
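Inhibition or activation of alpha-galactosidase in human spleen homogenate is scored by 4-MU fluorescence after 40 min at 37C, pH 5.0, with 1 mM substrate. AC50s come from concentration-response fitted to the Hill equation.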
NPSR antagonist – qHTS Assay for Antagonists of the Neuropeptide S Receptor: cAMP Signal Transduction. CHO-NPSR cells, cAMP TR-FRET, antagonist mode. 220,000 tested, 1% active. Q6W5P4. Potency, µM (titrated, usually from 38.3 µM), for the others: at the top dose activity change, negative = inhibition, hits mostly inhibitors. AID 1461, 2008; note: potency is the fitted concentration of half-maximal effect; % is set by controls: 0 for no effect and ±100 for the full control effect; nearly all actives have a fitted effect of over 50% in size; many of its hits are not listed in these tables
Tau fluor counter – Counterscreen qHTS for Inhibitors of Tau Fibril Formation, Fluorescence Polarization | tau K18 P301L Alexa594 fluorescence, heparin fibrillization | Potency, µM (top dose mostly 57.7 µM), inactives show at the highest dose activity change, negative = decrease | 280,000 tested, 0.93% active; note: potency is the fitted concentration of half-maximal effect; % is set by controls: 0 for no effect and ±100 for the full control effect; nearly all actives have a fitted effect of over 55% in size
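Human tau K18 P301L (15 uM unlabeled, 0.24 uM Alexa 594-labeled) in 100 mM sodium acetate pH 7 with 20 uM heparin, 6 hr at 37 C. ThT 30 uM added, 1 hr ambient; Alexa 594 FP and total fluorescence read at 555/632 nm.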
TexasRed fluor – Total Fluorescence Counterscreen for Inhibitors of the Interaction of Thyroid Hormone Receptor and Steroid Receptor Coregulator 2 | TRb/SRC2 Texas Red total fluorescence interference | 280,000 tested, 0.29% active | Potency, µM (series often up to 106 µM), without a hit: top-dose fluorescence change, negative = quenching; active = well fitted curve in either direction with a large enough effect; inconclusive = small, poorly fitted or top-dose-only effect; note: potency is the fitted concentration of half-maximal effect; % is set by controls: 0 for no effect and ±100 for the full control effect
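Human TRb ligand-binding domain at 0.6 uM with 20 nM Texas Red SRC2 peptide in Tris buffer containing 1 uM T3 and 5% DMSO, incubated with compound 5 h at ambient temperature. Total fluorescence (555/632 nm) calculated as parallel + 2 × perpendicular.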
Tau fibril FP – qHTS for Inhibitors of Tau Fibril Formation, Fluorescence Polarization | K18 P301L tau heparin fibrillization, Alexa594 FP, 6 h | AID 1468, 2008 | Potency, µM (doses to about 57.7 µM), inactives show at the top dose activity, negative = inhibition, usual class: inhibitors | 280,000 tested, 0.39% active; note: potency is the fitted concentration of half-maximal effect; % is set by controls: 0 for no effect and ±100 for the full control effect; nearly all actives have a fitted effect of over 55% in size
Target sequence (P10636 561-689 P618L limits assumed): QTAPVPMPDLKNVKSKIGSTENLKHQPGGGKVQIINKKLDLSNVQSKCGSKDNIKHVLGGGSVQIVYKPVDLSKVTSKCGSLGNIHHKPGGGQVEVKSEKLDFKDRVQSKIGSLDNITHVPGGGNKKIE
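Human tau K18 […] P301L fragment, 15 uM unlabeled plus 0.24 uM Alexa 594-labeled tau (final), with compound and 20 uM heparin in 100 mM sodium acetate pH 7; 6 hr at 37 C, then Alexa 594 FP read.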
Epigenetic reg – Quantitative High-Throughput Screen for Regulators of Epigenetic Control. 280,000 tested, 0.2% active. Potency, µM (doses to about 53.9 µM), without a hit: top-dose GFP activation, actives largely listed as activators. murine LDR cells, GFP reporter derepression, 30 h; note: potency is the fitted concentration of half-maximal effect; % of control where 0% means no effect; nearly all actives have a fitted effect of over 60% in size
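Readout is the number of GFP-expressing murine LDR cells, counted by cytometry following washing. Cells were treated with compound for 30 h at 37 C; the stably integrated CMV-GFP locus is normally silent.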
CBFb-RUNX1 inh – qHTS Assay for Compounds Blocking the Interaction Between CBF-beta and RUNX1 for the Treatment of Acute Myeloid Leukemia. Runt-related transcription factor 1 (Homo sapiens) + Core-binding factor subunit beta …. AlphaScreen CBFb-His/RUNX1-biotin binding, biochemical. Potency, µM (doses to about 59.8 µM), for the others: at the highest dose activity, negative = inhibition, hits mostly inhibitors. 230,000 tested, under 10 active. AID 1477, 2009; note: % of control where 0% means no effect
Target sequence (Q01196 whole entry, looked up): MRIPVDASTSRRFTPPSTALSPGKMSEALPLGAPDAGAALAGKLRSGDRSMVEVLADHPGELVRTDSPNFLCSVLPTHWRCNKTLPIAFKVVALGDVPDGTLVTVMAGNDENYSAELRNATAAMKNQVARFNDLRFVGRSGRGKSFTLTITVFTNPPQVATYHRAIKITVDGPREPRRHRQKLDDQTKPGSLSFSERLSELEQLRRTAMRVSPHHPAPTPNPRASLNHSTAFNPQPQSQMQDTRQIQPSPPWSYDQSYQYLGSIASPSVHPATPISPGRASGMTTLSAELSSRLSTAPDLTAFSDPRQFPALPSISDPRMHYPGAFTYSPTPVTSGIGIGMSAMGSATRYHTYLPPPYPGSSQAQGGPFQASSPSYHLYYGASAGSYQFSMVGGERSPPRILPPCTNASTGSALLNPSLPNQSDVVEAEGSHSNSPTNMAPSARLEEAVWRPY
Target sequence (Q13951 whole entry, looked up): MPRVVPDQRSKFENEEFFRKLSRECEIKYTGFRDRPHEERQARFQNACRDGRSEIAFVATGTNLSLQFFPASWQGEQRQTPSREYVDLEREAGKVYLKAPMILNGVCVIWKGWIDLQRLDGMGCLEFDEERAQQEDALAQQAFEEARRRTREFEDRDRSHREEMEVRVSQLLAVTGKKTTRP
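Read-out: AlphaScreen. Format: His-CBF-beta with biotinylated RUNX1 (30 nM each) preincubated 20 min, compound 15 min, Ni-chelate plus streptavidin beads 90 min; room temperature throughout.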
TRb-SRC2 inh – qHTS for Inhibitors of the Interaction of Thyroid Hormone Receptor and Steroid Receptor Coregulator 2. AID 1469, 2008. 280,000 tested, 0.065% active. TRbeta-SRC2 peptide binding, fluorescence polarization; receptor liganded with 1 µM T3. Potency, µM (top dose mostly 106 µM), inactives show at the highest dose activity change, negative = inhibition, actives largely listed as inhibitors. Thyroid hormone receptor beta (Homo sapiens), P10828;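 note: potency is the fitted concentration of half-maximal effect; plate controls were bound peptide for no effect and peptide without receptor for full effect; nearly all actives have a fitted effect of over 50% in size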
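Fluorescence polarization of 20 nM Texas Red SRC2 peptide (20-aa NR interaction domain) bound to 0.6 uM human TRb ligand-binding domain, with 1 uM T3, after 5 hr at ambient temperature; inhibition seen as decreased polarization.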
* = called active by the depositor; ? = inconclusive; / = not tested or not shown; [ ] = another dose, or the depositor's remark. Unless noted, calls come from the whole dose curve; as a rule, active = well fitted curve in the direction sought with a large enough effect; inconclusive = small, poorly fitted or top-dose-only effect, or another doubt; inactive = no such curve, though single readings can be large; an effect the other way counts as inactive or inconclusive. This is a subset (hit frequency here may not be typical).

compound	GLA spleen mod	NPSR antagonist	Tau fluor counter	TexasRed fluor	Tau fibril FP	Epigenetic reg	CBFb-RUNX1 inh	TRb-SRC2 inh
CC(OC(=O)Cn1c(C(F)(F)F)nc2ccccc21)C(N)=O (stereo not given)	-6%	-12%[46.1 µM]	3%	-2%	5%	0.0%	4%	-8%
CCS(=O)(=O)c1ccc2oc(SCC(=O)NCCC3=CCCCC3)nc2c1	3%	-15%[46.1 µM]	-14%	1%	7%	-1.0%	-3%	7%
CN(C)c1ccc(C2C3=C(CCCC3=O)OC3=C2C(=O)CCC3)cc1	-13%	-12%[46.1 µM]	-15%	2%	2%	-0.9%	?	-13%
CSc1nc(Nc2ccc(C)cc2)c(C#N)c(-c2ccccc2)n1	/	/	3%	?	-7%	-4.1%	/	-21%
FC(F)(F)c1cccc(Nc2cc(-c3ccccc3)nc3ncnn23)c1	0%	1%	11%	3%	0%	3.1%	0%	-2%
O=C(Nc1ccccc1-c1nnn(CC(=O)N2CCN(c3ccccc3)CC2)n1)c1cccs1	8%	-5%[46.1 µM]	?	-1%	-1%	-0.2%	0%	8%
Cc1noc(C)c1-c1ccc2ncnc(NCc3ccc(-c4ccccc4)cc3)c2c1	8%	/	/	2%	/	/	-18%	3%
O=C(CSc1nnnn1Cc1ccccc1)c1ccccc1F	-6%	2%	-9%	-1%	-3%[2.34 µM]	-1.1%	1%	-3%
COC(/C=C/Nc1ccc(Cl)cc1)=C(C#N)C#N	-1%	6%	1%	0%	4%	-0.2%	-3%	-1%
Cc1ccc(C)n1-n1c(C)nc2scc(-c3cccs3)c2c1=O	-1%	-23%[46.1 µM]	-6%	0%	0%	-2.6%	-7%	-2%
CN(C(=O)/C(N=Nc1cccc(C(F)(F)F)c1)=C(\O)C(F)(F)F)c1ccccc1	1%	-18%[46.1 µM]	?	-4%	-11%	-2.2%	-8%	0%
O=c1oc(-c2ccccc2NS(=O)(=O)c2ccc(F)cc2)nc2ccccc12	3%	-9%	-16%	0%	-10%	-0.3%	3%	7%
CC(=O)Nc1ccc(Oc2cnccn2)cc1	4%	3%[46.1 µM]	1%	4%	7%	-0.9%	4%	7%
CCN(CC)CCCNC(=O)Cn1nc(N2CCN(c3ccccc3OC)CC2)ccc1=O	/	/	0%	-2%	1%	0.2%	/	-4%
O=C(CCC(=O)c1ccccc1)NCc1ccccc1	4%	-6%	-10%	0%	-6%	0.0%	11%	4%
CC(C)CCn1c2ccccc2c2cc(CC(N)=O)ccc21	-8%	19%	-26%	-2%	-6%	-1.6%	-2%	2%
CCOC(=O)c1[nH]c(C)c(C(=O)Nc2ccc(C)cc2C)c1C	7%	-14%[46.1 µM]	-5%	2%	-3%	0.0%	10%	-19%
CCc1ccccc1NC(=O)CCOc1ccccc1	/	/	0%	-2%	5%	1.5%	/	4%
O=C(NCc1ccccc1)c1ccc2nc(-c3ccco3)c(-c3ccco3)nc2c1	3%	-21%[46.1 µM]	?	?	?	0.8%	-21%	5%
COc1ccc(/C=C/C(=O)c2cc(Br)ccc2O)cc1OC	3%	-18%	-8%	-1%	-10%	-1.4%	2%	4%
CCc1nnc(NC(=O)CSc2nnc3ncccn23)s1	-8%	6%[46.1 µM]	-8%	-4%	1%	-2.0%	0%	0%
Cc1cc(NC(=O)CCCn2ccc([N+](=O)[O-])n2)n(Cc2ccc(F)cc2)n1	0%	6%	-14%	1%	7%	-0.3%	-4%	2%
Cc1ccc(S(=O)(=O)n2nccc2-c2c(-c3ccc(Cl)cc3)noc2C)cc1	-2%	?	-25%	2%	-9%	-0.3%	?	1%
COc1cccc(OC)c1OCCOCCn1cnc2ccccc2c1=O	1%	-4%[46.1 µM]	4%	-6%	8%	-2.9%	3%	-3%
CCC1CCCCN1C(=O)Nc1ccc(F)cc1 (stereo not given)	3%	-6%[46.1 µM]	-8%	7%	3%	0.0%	10%	7%
O=[N+]([O-])c1c(NCCCO)cc(Sc2ccc(Cl)cc2)c2nonc12	-2%	?	?	2%	?	?	3%	-8%
O=C(C1=C[C@H](C2CCCCC2)C[C@H](OCc2ccc(CO)cc2)O1)N1CCN(Cc2ccccc2)CC1	0%	?	-5%	-3%	6%	1.0%	-3%	-8%
COc1ccc(CCNC(=O)/C(=C/c2cccnc2)NC(=O)c2ccccc2)cc1OC	8%	1%	-15%	1%	-7%	-4.5%	-2%	3%
CN(C)S(=O)(=O)c1ccc(Cl)c(C(=O)Nc2cccc([N+](=O)[O-])c2)c1	-5%	-10%	-8%	1%	7%	1.1%	-4%	-1%
COc1ccc(F)cc1S(=O)(=O)Nc1ccc2c(c1)OCO2	9%	-14%[46.1 µM]	6%	-2%	18%	-1.1%	2%	-2%
Nc1ccnn1Cc1cccs1	2%	4%[46.1 µM]	-2%	-2%	12%	1.3%	0%	0%
O=S(=O)([O-])CCC[N+]1(CC#Cc2ccccc2)CCCCC1	-6%	-27%	6%	1%	3%	-2.2%	-1%	5%
CC(=O)Oc1ccc(-c2csc(Nc3ccc(S(N)(=O)=O)cc3)n2)cc1	10%	-1%	12%[2.34 µM]	-7%	11%[2.34 µM]	-1.1%	7%	5%
CCCCn1c(SCC(=O)Nc2cc(C(F)(F)F)cc(C(F)(F)F)c2)nnc1C(CC)N(C)C (stereo not given)	-16%	-15%	-16%	?	-3%	0.0%	-4%	-4%
CCc1cccc(CC)c1NC(=O)c1ccc2c(c1)CCN2S(=O)(=O)c1ccccc1	/	/	11%	0%	?	13%	/	-14%
COc1ccc2c(c1)cc(CNc1ccc(OC)c(OC)c1)c(=O)n2CC(=O)Nc1ccc(F)cc1	/	/	16µM*[quencher]	-1%	6%	-1.7%	/	-1%
CC(=O)c1cc(-c2ccccc2)n(CC(=O)NC2CCCC2)c1C	2%	-4%[46.1 µM]	-11%	-5%	-9%	-0.4%	0%	0%
CC1(C)CC(=O)N(c2ccccc2)C1(C)O (stereo not given)	1%	-2%[46.1 µM]	-1%	-4%	-2%	1.5%	8%	2%
CC(=C/c1ccccc1)/C=N/n1cnnc1	8%	16%[46.1 µM]	-8%	-5%	-2%	0.9%	0%	-6%
C=C1CSc2nc(=O)c3c4c(sc3n21)CCCC4	10%	-5%[46.1 µM]	1%	3%	7%	-1.1%	-4%	-4%
CCc1ccc(C2=C/C(=C/c3cccnc3)C(=O)O2)cc1	4%	-6%	-6%	-1%	8%	5.8%	10%	4%
CCCc1cc(=O)[nH]c(SCC(=O)NC)n1	-4%	-2%[46.1 µM]	-1%	-1%	-1%	7.0%	-1%	7%
COc1ccc(N2C(=O)C3NN=C(C(=O)OCc4ccccc4)C3C2=O)cc1 (stereo not given)	10%	-20%	3%	-1%[53 µM]	-3%	3.7%	-2%	14%[53 µM]
Cc1ccc(N2C(=O)/C(=C/c3cccnc3)SC2=S)cc1	8%	-4%	5%	-8%	-4%	0.0%	-9%	-11%
CC(C)CCNC(=O)c1c[nH]c2ccc(S(=O)(=O)N3CCC4(CC3)OCCO4)cc2c1=O	2%	-21%	?	-1%	?	2.6%	5%	-2%
COc1ccc(-n2cc(CNCCCn3ccnc3)c(-c3cccc(F)c3)n2)cc1	12%	5%	-13%	0%[53 µM]	-1%	-3.3%	-11%	-12%[53 µM]
CN(C(=O)c1ccc2c(c1)N(Cc1ccc(F)cc1)C(=O)c1ccccc1S2(=O)=O)C1CCCCC1	/	/	-10%	1%	1%	-0.3%	/	2%
O=CN1CCN(S(=O)(=O)c2ccc(Cl)c(C(=O)O)c2)CC1	1%	22%	5%	0%	5%	-7.6%	9%	3%
Cc1oc(C(C)(C)C)cc1C(=O)N1CCN(c2ccc(C(F)(F)F)cn2)CC1	?	27%	-4%	-2%	-13%	0.4%	3%	-4%
Cc1ccc(S(=O)(=O)NN2C(=O)/C(=C/c3cccn3C)SC2=S)cc1	6%	-19%	-10%	-21%	-4%	-1.1%	-22%	5%
CC(/C=C/c1ccccc1)=N\NC(=O)c1ccc2c(c1)OCCO2	4%	-14%	2%	0%	-2%	-7.9%	6%	5%
CCSc1nc(-c2ccccc2)nc2c1Cc1c(CO)cnc(C)c1O2	/	/	-7%	-1%	-7%	-0.2%	/	-4%
CCOC(=O)CC(=O)CSc1nc2cc(C)ccc2cc1C	-1%	-19%[46.1 µM]	-17%	2%	6%	-0.9%	8%	-3%
O=S(=O)(CCc1ccccc1)/N=C/c1cccs1	-13%	-14%[46.1 µM]	1%	-3%	0%	-0.9%	11%	3%
O=S(=O)(NCCc1ccccc1)c1cccc2nsnc12	4%	-8%[46.1 µM]	-11%	-3%	-2%	-1.8%	-4%	-13%
CC(C)c1ccc(C(=O)NCCCc2ccccc2)cc1	-6%	-19%[46.1 µM]	-11%	0%	9%	-1.8%	10%	-2%
Cc1ccccc1NC1C=CS(=O)(=O)C1 (stereo not given)	3%	-3%[46.1 µM]	-7%	-1%	3%	-3.6%	-2%	4%
COc1ccc(-c2nn(CCC(=O)O)cc2/C=C2\SC(N)=NC2=O)cc1	5%	9%	-2%	?	4%	-1.1%	?	0%
